JMJD2A Tudor inh = blocks the human JMJD2A Tudor domain | Potency, µM (doses to about 114 µM), for the others: top-dose activity change, negative = inhibition, usual class: inhibitors | O75164 | hit rate 4.4% among 390,000 | AlphaScreen JMJD2A-Tudor / H3K4me3 peptide binding; further: on the % scale 0 is the no-effect control and ±100 the full control effect; nearly all actives have a fitted effect of over 50% in size
GLS inhibitor = inhibitors of human glutaminase (GLS). O94925. GLS enzymatic activity, qHTS titration. Potency, µM (highest dose often 45.5 µM), for the others: top-dose activity change, negative = inhibition, hits mostly inhibitors. hit rate 0.21% among 410,000. AID 624170; further: on the % scale 0 is the no-effect control and ±100 the full control effect
Target sequence (O94925 whole entry, looked up): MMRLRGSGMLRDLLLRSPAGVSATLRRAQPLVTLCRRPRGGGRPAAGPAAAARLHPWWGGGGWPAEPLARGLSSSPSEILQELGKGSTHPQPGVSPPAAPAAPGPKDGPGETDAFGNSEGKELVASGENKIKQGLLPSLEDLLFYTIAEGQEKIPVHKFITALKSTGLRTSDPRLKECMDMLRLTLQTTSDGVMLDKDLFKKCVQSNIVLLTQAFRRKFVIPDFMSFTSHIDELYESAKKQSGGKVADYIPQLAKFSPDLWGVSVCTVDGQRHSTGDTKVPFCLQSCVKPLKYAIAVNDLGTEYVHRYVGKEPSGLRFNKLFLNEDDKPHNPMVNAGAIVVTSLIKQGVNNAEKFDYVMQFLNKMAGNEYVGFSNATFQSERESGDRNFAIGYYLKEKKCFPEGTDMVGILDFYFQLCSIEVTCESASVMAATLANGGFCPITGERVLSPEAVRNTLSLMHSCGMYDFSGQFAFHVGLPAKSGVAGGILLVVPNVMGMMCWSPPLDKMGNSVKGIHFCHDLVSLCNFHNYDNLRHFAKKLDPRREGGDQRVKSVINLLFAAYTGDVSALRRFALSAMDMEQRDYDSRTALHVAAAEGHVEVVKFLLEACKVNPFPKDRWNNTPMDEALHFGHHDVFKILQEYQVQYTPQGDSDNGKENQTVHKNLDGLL
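Compounds were pin-transferred onto hKGA, after which L-glutamine (1 mM solution) and a detection mix of glutamate oxidase, HRP and Amplex Red were added. Initial and 30 min RT fluorescence reads were collected.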
12-LOX inh = inhibitors of human 12S-lipoxygenase ALOX12 | P18054 | Potency, µM (doses to about 108 µM), without a hit: at the highest dose activity change, negative = inhibition, most hits filed as inhibitors | hit rate 1.1% among 580,000 | purified 12hLO, xylenol orange hydroperoxide absorbance; further: on the % scale 0 is the no-effect control and ±100 the full control effect
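Purified human 12hLO at 150 nM in 25 mM Hepes, 0.01% Triton X-100, pH 7.0, preincubated 15 min at room temperature with compound. Reaction started with 40 uM arachidonic acid, 30 min at room temperature. Hydroperoxide measured by Fe-xylenol orange, 573/405 nm absorbance ratio.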
Pin1 inh = human Pin1 inhibition. hit rate 0.009% among 390,000. Pin1 FP peptide displacement, HiFluor488, 10 min. Potency, µM (doses to about 115 µM), without a hit: at the highest dose activity, negative = inhibition, actives largely listed as inhibitors; active means well fitted inhibition curve with a large enough effect in the polarisation, with a control signal flat, not every such curve was filed as active; inconclusive means small, poorly fitted or top-dose-only effect, or effect the other way, or a change in a side signal; inactive means no such curve, though single readings can be large or run the other way; the % refers to the polarisation; further: on the % scale 0 is the no-effect control and ±100 the full control effect
Target sequence (Q13526 whole entry, looked up): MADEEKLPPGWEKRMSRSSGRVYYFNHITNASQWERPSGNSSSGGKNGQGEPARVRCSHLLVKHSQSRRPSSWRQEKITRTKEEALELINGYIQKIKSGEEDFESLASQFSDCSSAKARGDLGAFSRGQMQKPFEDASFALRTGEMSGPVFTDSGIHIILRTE
RGS4 inh = inhibitors of human regulator of G protein signaling 4 | P49798 | Transcreener GDP fluorescence polarization, RGS4-accelerated GTP hydrolysis | Potency, µM (series often up to 114 µM), for inactives: at the highest dose activity change, negative = inhibition, actives largely listed as inhibitors | hit rate 0.039% among 390,000 | AID 504845; further: on the % scale 0 is the no-effect control and ±100 the full control effect; nearly all actives have a fitted effect of over 75% in size; some results filed as inactive show a strong effect at the top dose
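MLSMR compounds (23 nl, pin-transferred) preincubated 10 min at room temperature with a 500nM (2x) first reagent, then RGS4 at 900nM (2x) plus Transcreener GDP mix added; fluorescence polarization (620/688 nm) read before and after 90 min at 30 °C.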
TrxR1 inh = inhibitors of rat thioredoxin reductase 1; O89049; recombinant rTrxR1, NADPH fluorescence consumption, selenite substrate; Potency, µM (titrated, usually from 114 µM), without a hit: at the top dose activity change, negative = inhibition, most hits filed as inhibitors; hit rate 1% among 390,000; AID 588453; further: on the % scale 0 is the no-effect control and ±100 the full control effect; nearly all actives have a fitted effect of over 65% in size
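Rat TrxR1 (90 nM in the dispensed reagent) was pre-reduced with 400 uM NADPH for 5 min at room temperature, then incubated with compound for 15 min. After 400 uM selenite was added, NADPH fluorescence (Ex 340/Em 450 nm) was followed for 8 min.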
PGK inhibitor = blocks T. brucei phosphoglycerate kinase. PGK/GAPDH coupled, Kinase-Glo luminescence, 60 min. AID 602233. hit rate 0.043% among 380,000. Potency, µM (series often up to 57.5 µM), inactives show at the highest dose activity change, negative = inhibition, most hits filed as inhibitors. P07378; further: on the % scale 0 is the no-effect control and ±100 the full control effect; nearly all actives have a fitted effect of over 60% in size
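Recombinant glycosomal PGK reaction used 1,3-bisphosphoglycerate generated in-well by GAPDH (100nM final) in 100mM TEA pH 7.6, 5mM MgCl2, 0.01% Tween-20. After 60 minutes at room temperature, ATP was read by Kinase-Glo Plus luminescence end-point.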
ERG-DNA inh = blocks human ERG Ets domain binding to DNA | Potency, µM (highest dose often 76.9 µM), inactives show at the highest dose FP activity, negative = inhibition, hits mostly inhibitors | AID 624246 | fluorescence polarization, His-ERG Ets domain / labelled DNA | hit rate 0.028% among 370,000 | P11308; active means well fitted inhibition curve with a large enough effect in the polarisation, with a control signal flat; inconclusive means small, poorly fitted or top-dose-only effect, or effect the other way, or a change in a side signal; inactive means no such curve, though single readings can be large or run the other way; the % refers to the polarisation;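 further: polarization taken with two DNA probes labelled with fluorescein and Texas red; % of control where 0% means no effect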
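His-tagged ERG Ets domain (1 uM in the protein solution; 300mM KCl, 50mM Tris-HCl, 1mM EDTA, 1mM DTT, pH 7.5) received compound, then a probe mix of 5 nM fluorescein-DNA and 100nM Texas-615-DNA. Fluorescence polarization was read for both dyes.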
HP1b binding inh = blocks HP1-beta chromodomain binding to methylated histone tails; hit rate 0.56% among 390,000; Potency, µM (titrated, usually from 114 µM), for inactives: top-dose activity change, negative = inhibition, hits mostly inhibitors; P83916; AlphaScreen HP1-beta / biotin-H3K9me3 peptide binding; further: nearly all actives have a fitted effect of over 70% in size; inactives centre near 23
Target sequence (P83916 whole entry, looked up): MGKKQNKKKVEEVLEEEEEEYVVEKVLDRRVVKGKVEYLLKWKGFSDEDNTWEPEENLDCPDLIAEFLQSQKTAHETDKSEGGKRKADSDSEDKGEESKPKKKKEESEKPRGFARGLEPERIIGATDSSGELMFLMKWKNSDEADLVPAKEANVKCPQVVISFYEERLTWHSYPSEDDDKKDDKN
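AlphaScreen: HP1-beta (50 nM) preformed 30 min with biotin-H3(1-18)K9me3 peptide (50 nM) in PBS pH 7.4, 0.01% Tween-20. Compound added for 30 min at RT, then streptavidin donor/nickel chelate acceptor beads (10 ug/mL) for 30 min.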
* = called active by the depositor; i = inactive; ? = inconclusive; . = not tested or not shown; [ ] = another dose, or the depositor's remark. Unless noted, the call rests on the fitted dose curve; in most records, active means well fitted curve in the direction sought with a large enough effect; inconclusive means small, poorly fitted or top-dose-only effect, or another doubt; inactive means no such curve, though single readings can be large; an effect the other way counts as inactive or inconclusive. Potency means the concentration at half of the fitted maximal effect.

Letters: A = JMJD2A Tudor inh; B = GLS inhibitor; C = 12-LOX inh; D = Pin1 inh; E = RGS4 inh; F = TrxR1 inh; G = PGK inhibitor; H = ERG-DNA inh; I = HP1b binding inh
CCOC(=O)C1(Cc2cccc(F)c2)CCN(CC(O)CO)CC1 (centres undefined)
  A: -10%	B: 4%	C: 5%	D: -3%	E: 17%	F: 17%	G: -10%	H: -7%	I: 2%

CCOC(=O)CN1C(C(=O)c2ccccc2)=C(OC(=O)C(C)(C)C)c2ccccc2S1(=O)=O
  A: -18%	B: -5%	C: -9%	D: 14%	E: -15%	F: 13%	G: .	H: -4%	I: 10%

O=C1C=C(c2ccc(F)nc2)C[C@@H](c2ccc3c(c2)OCO3)C1
  A: -17%	B: 3%	C: -1%	D: -1%	E: 6%	F: 35%	G: 0%	H: -3%	I: 43%[activator]

CC(C)c1c(C(=O)N/N=C/c2ccncc2)nnn1-c1nonc1N
  A: -7%	B: 1%	C: 12%	D: 5%	E: 46%	F: -8%	G: -2%	H: -3%	I: 25%

O=C(O)c1ccc(NNC(=S)Nc2cc(C(F)(F)F)ccc2Cl)cc1
  A: -33%	B: 2%	C: ?	D: -4%	E: ?	F: 32%	G: -7%	H: -8%	I: -6%

CSc1ncc(Cl)c(C(=O)Nc2ccccc2C)n1
  A: -9%	B: 2%	C: 8%	D: 1%	E: -16%	F: 8%[57.1 µM]	G: -1%	H: 1%	I: -1%

COc1ccc(CCN(C)c2ccc(S(=O)(=O)N3CCCC3)cc2[N+](=O)[O-])cc1OC
  A: ?	B: 3%	C: 10%	D: 7%	E: 14%	F: 13%	G: -11%	H: 0%	I: -30%

Cc1c(C(=O)NCc2ccco2)oc2c(Cl)cccc12
  A: -16%	B: -1%	C: 18%	D: -2%	E: -28%	F: 27%	G: -1%	H: 1%	I: 21%

CN1CCCN(C(=O)c2cccc(Br)c2)CC1
  A: -3%	B: 1%	C: 34%	D: -9%	E: -47%	F: -1%[57.1 µM]	G: i	H: 10%	I: 31%

Cc1ccc2c(=O)cc(C(=O)NCc3ccccc3)oc2c1
  A: -17%	B: -3%	C: ?	D: 2%	E: -32%	F: 15%	G: i	H: 1%	I: 4%

CCC(=O)C1CCCN(C(=O)c2ccc(OC)c(OC3CCN(C(C)=O)CC3)c2)C1 (centres undefined)
  A: -14%	B: 0%	C: 1%	D: -6%	E: -12%	F: 16%	G: -3%	H: 0%	I: 25%

S=C(NCc1ccccn1)Nc1ccc(Cl)cc1
  A: ?	B: 2%	C: ?	D: -1%	E: -34%	F: 24%	G: -4%	H: -1%	I: 17%

CCc1ccc(NC(=O)c2ccc3c(=O)n4nc(Nc5ccccc5C)sc4nc3c2)cc1
  A: -10%	B: 2%	C: -21%	D: 4%	E: 18%	F: 16%	G: -1%	H: -2%	I: 12%

CC(=O)N1CCc2cc(Br)cc(S(=O)(=O)N3CCN(c4cccc(C(F)(F)F)c4)CC3)c21
  A: -9%	B: -6%	C: ?	D: -1%	E: -11%	F: 5%	G: i	H: 0%	I: 35%

CSCCC(NC(=O)c1ccco1)C(=O)NCC1CCCCC1 (centres undefined)
  A: -8%	B: 1%	C: 1%	D: 7%	E: 26%	F: ?	G: 6%	H: 14%	I: 48%[activator]

Cc1c(/C=N\NC(=O)c2ccc([N+](=O)[O-])cc2)cnn1C
  A: -11%	B: -6%	C: -8%	D: -4%	E: -8%	F: -10%	G: -7%	H: -9%	I: 28%

CCOc1ccc(NS(=O)(=O)c2cccc(C(=O)NCC3(N(C)C)CCCCC3)c2)cc1
  A: -18%	B: -2%	C: -25%	D: 1%	E: -20%	F: 20%	G: i	H: 9%	I: 36%[activator]

CCc1ccc2oc(-c3cccc(NC(=O)C(C)(C)Oc4ccc(Br)cc4)c3)nc2c1
  A: -2%	B: -11%	C: -17%	D: 37%[activator]	E: -8%	F: 29%	G: -4%	H: -4%	I: 27%

O=C(C1CCCO1)N(Cc1ccccc1)c1ccccc1 (centres undefined)
  A: -8%	B: -5%	C: 5%	D: -2%	E: 2%	F: -11%	G: 1%	H: -14%	I: 21%

Cc1c(Cl)cccc1NC(=O)C1CCN(c2nc3ccccc3[nH]2)CC1
  A: -21%	B: 6%	C: ?	D: -8%	E: 18%	F: 27%[57.1 µM]	G: 3%	H: -5%	I: 15%[57 µM]

COc1ccc(NC(=O)C2CCCN(S(=O)(=O)c3ccc4[nH]c(=O)ccc4c3)C2)cc1Cl (centres undefined)
  A: -3%	B: -10%	C: ?	D: 37%[activator]	E: 6%	F: 17%	G: 8%	H: 7%	I: 35%

c1ccc(-n2c(Sc3cnccn3)nnc2-c2cccs2)cc1
  A: 4%	B: -3%	C: 20%	D: 6%	E: 23%	F: -24%[57.1 µM]	G: -3%	H: -3%	I: 46%[activator]

C/C=C/c1ccc(OCC(=O)OCc2csc(Nc3ccc(C)cc3)n2)c(OC)c1
  A: ?	B: -2%	C: ?	D: ?	E: 6%	F: -17%	G: 0%	H: 9%	I: -15%

C=CCn1c(N)c(C(=O)Nc2cccc(C)c2)c2nc3ccccc3nc21
  A: 4%	B: -2%	C: 0%	D: 0%	E: -12%	F: 14%	G: 2%	H: -10%	I: 32%

CCCCCC(=O)Nc1ccc(C(=O)N/N=C/c2ccc([N+](=O)[O-])cc2)cc1
  A: -11%	B: 0%	C: -11%	D: -10%	E: -13%	F: 16%[57.1 µM]	G: -5%	H: -10%	I: 33%

Reprinted from the part before: three entries; new compounds follow.
Letters: A = JMJD2A Tudor inh; B = GLS inhibitor; C = 12-LOX inh; D = Pin1 inh; E = RGS4 inh; F = TrxR1 inh; G = PGK inhibitor; H = ERG-DNA inh; I = HP1b binding inh
C/C=C/c1ccc(OCC(=O)OCc2csc(Nc3ccc(C)cc3)n2)c(OC)c1
  A: ?	B: -2%	C: ?	D: ?	E: 6%	F: -17%	G: 0%	H: 9%	I: -15%

C=CCn1c(N)c(C(=O)Nc2cccc(C)c2)c2nc3ccccc3nc21
  A: 4%	B: -2%	C: 0%	D: 0%	E: -12%	F: 14%	G: 2%	H: -10%	I: 32%

CCCCCC(=O)Nc1ccc(C(=O)N/N=C/c2ccc([N+](=O)[O-])cc2)cc1
  A: -11%	B: 0%	C: -11%	D: -10%	E: -13%	F: 16%[57.1 µM]	G: -5%	H: -10%	I: 33%

CCOc1ccc(NC(=O)C(C)NC(=O)c2ccccc2Cl)cc1S(=O)(=O)N1CCCC1 (centres undefined)
  A: -1%	B: 1%	C: 59%[activator]	D: -3%	E: -37%	F: -3%	G: -8%	H: 7%	I: 35%

O=C(O)c1ccccc1-n1c2ccccc2c2ccccc21
  A: -6%	B: 15%	C: 0%	D: -3%	E: -11%	F: 4%	G: 3%	H: -10%	I: 20%[57 µM]

COc1ccc(OC)c(NC(=O)C(=O)NCc2ccncc2)c1
  A: -8%	B: 0%	C: 1%	D: -8%	E: 6%	F: -11%	G: -1%	H: 4%	I: 28%

O=C(NCCc1ccccc1)c1cccc2c1C(=O)N(C1CCCCC1)C2
  A: -8%	B: -8%	C: -6%	D: -10%	E: -6%	F: 19%	G: -4%	H: -1%	I: 46%[activator]

NC(=O)NCCN1CCN(c2ncc(C(F)(F)F)cc2Cl)CC1
  A: 0%	B: -8%	C: -5%	D: 0%	E: -3%	F: 4%[57.1 µM]	G: -1%	H: -8%	I: 29%

CCc1ccc(N2C(=O)N(CC(=O)C(C)(C)C)c3ccccc3S2(=O)=O)cc1
  A: -15%	B: 1%	C: -1%	D: 23%	E: -5%	F: 18%[57.1 µM]	G: -6%	H: -2%	I: 12%

COc1ccc(C(=O)O)cc1S(N)(=O)=O
  A: -3%	B: -6%	C: -8%	D: -12%	E: -15%	F: 36%[57.1 µM]	G: -12%	H: -7%	I: 7%

O=C(COC(=O)CNC(=O)C1CCCCC1)Nc1ccccc1
  A: -15%	B: -10%	C: 4%	D: 1%	E: 0%	F: 19%	G: -2%	H: 5%	I: 35%

COc1cccc(-n2cc(CN(C)Cc3nc(Cc4ccccc4)no3)cn2)c1
  A: -5%	B: -4%	C: -18%	D: 0%	E: -10%	F: 17%	G: i	H: -13%	I: 72%[activator]

Cc1ccc(S(=O)(=O)N(C)C[C@@H]2Oc3ccc(NS(C)(=O)=O)cc3CC(=O)N([C@H](C)CO)C[C@@H]2C)cc1
  A: -22%	B: 14%	C: -9%	D: -5%	E: 11%	F: -14%[57.1 µM]	G: -8%	H: -17%	I: 32%

CC(NC(=O)COC(=O)CC(c1ccccc1)c1ccccc1)c1ccccc1 (centres undefined)
  A: 2%	B: 0%	C: -10%	D: 6%	E: 23%	F: 19%	G: -10%	H: 4%	I: 46%[activator]

COc1cc(OC)c(NC(=O)CCc2c(C)nc3ncnn3c2C)cc1Cl
  A: -9%	B: -11%	C: -4%	D: 19%	E: 13%	F: 16%	G: -10%	H: ?	I: 41%[activator]

CCOc1cc(C#N)ccc1OCC(=O)N1CCc2ccccc2C1
  A: -1%	B: -3%	C: 19%	D: -1%	E: 7%	F: 17%	G: 10%	H: -7%	I: 30%

These rows are one share of the data; rates above refer to the full screens.
